Source: PubChem
MRP reversal – reverses drug resistance mediated by MRP; H69AR cells + 2 uM doxorubicin, CellTiter-Glo, 72 h; differential viability (reversal), % at 10 µM; actives 0.04% (n = 85,000); AID 602;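 active = viability drop by adding the cancer drug above about 55%, with treated viability meeting a 40% cutoff, limit read from the data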;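 also: viability without doxorubicin minus viability with 2 µM doxorubicin for each compound; larger differential means the compound sensitizes cells more to doxorubicin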
MRP reversal cytotoxicity – recorded beside MRP reversal, whose call it bears; viability, %; H69AR cells, CellTiter-Glo, 72 h; measured here: cytotoxicity without doxorubicin
MRP reversal with doxorubicin – recorded beside MRP reversal, whose call it bears; viability, %; measured here: viability with 2 uM doxorubicin; active compounds read low
* marks the source's active call; other numbers are inactive results. Only part of the results is shown; rates above refer to the full screens.

Results for CCCC(C)(COC(N)=O)COC(=O)NC(C)C (centres undefined) ?
MRP reversal: -7.8; MRP reversal cytotoxicity: 93.2; MRP reversal with doxorubicin: 101.1

How did CN(C)[C@@H]1C(=O)C(C(N)=O)=C(O)[C@@]2(O)C(=O)C3=C(O)c4c(O)cccc4[C@@](C)(O)[C@H]3C[C@@H]12 do in these assays?
MRP reversal: 2.0; MRP reversal cytotoxicity: 95.5; MRP reversal with doxorubicin: 93.5

Results for COc1ccc(OC)c([C@@H](O)[C@H](C)NC(C)(C)C)c1 ?
MRP reversal: -7.3; MRP reversal cytotoxicity: 99.1; MRP reversal with doxorubicin: 106.4

Results for CN1CCN(C(=O)OC2c3nccnc3C(=O)N2c2ccc(Cl)cn2)CC1 (centres undefined) ?
MRP reversal: -6.2; MRP reversal cytotoxicity: 89.3; MRP reversal with doxorubicin: 95.5

What do the screens show for `Cc1ccc(Cn2c(C)c3cnn(CC(=O)N4CCC5(CC4)OCCO5)c(=O)c3c2C)cc1`?
MRP reversal: -27.4; MRP reversal cytotoxicity: 37.9; MRP reversal with doxorubicin: 65.2

How did Cc1nnc2n1-c1ccc(Cl)cc1C(c1ccccc1)=NC2 do in these assays?
MRP reversal: 19.6; MRP reversal cytotoxicity: 105.6; MRP reversal with doxorubicin: 86.0

Results for NCC1(CC(=O)O)CCCCC1 ?
MRP reversal: 1.6; MRP reversal cytotoxicity: 81.4; MRP reversal with doxorubicin: 79.8

Results for O=C1CC[C@@]2(O)[C@H]3Cc4ccc(O)c5c4[C@@]2(CCN3CC2CC2)[C@H]1O5 ?
MRP reversal: 13.2; MRP reversal cytotoxicity: 101.5; MRP reversal with doxorubicin: 88.3

How did O=C(CCCN1CCC2(CC1)C(=O)NCN2c1ccccc1)c1ccc(F)cc1 do in these assays?
MRP reversal: -9.9; MRP reversal cytotoxicity: 77.8; MRP reversal with doxorubicin: 87.8

Part of the list above in order of count of non-hydrogen atoms, falling:
How did CN(C)[C@@H]1C(=O)C(C(N)=O)=C(O)[C@@]2(O)C(=O)C3=C(O)c4c(O)cccc4[C@@](C)(O)[C@H]3C[C@@H]12 do in these assays?
MRP reversal: 2.0; MRP reversal cytotoxicity: 95.5; MRP reversal with doxorubicin: 93.5

How did O=C(CCCN1CCC2(CC1)C(=O)NCN2c1ccccc1)c1ccc(F)cc1 do in these assays?
MRP reversal: -9.9; MRP reversal cytotoxicity: 77.8; MRP reversal with doxorubicin: 87.8

How did Cc1nnc2n1-c1ccc(Cl)cc1C(c1ccccc1)=NC2 do in these assays?
MRP reversal: 19.6; MRP reversal cytotoxicity: 105.6; MRP reversal with doxorubicin: 86.0

Results for CCCC(C)(COC(N)=O)COC(=O)NC(C)C (centres undefined) ?
MRP reversal: -7.8; MRP reversal cytotoxicity: 93.2; MRP reversal with doxorubicin: 101.1
